# EBNA-1 inh = blocks EBNA-1 binding to DNA; 0.34% of 300,000 active; inhibition, % at 14.8 µM; EBNA-1 DNA binding, fluorescence polarization; in the data active = inhibition above about 28%
# RPL19A-GFP yeast = yeast TOR pathway RPL19A-GFP modulation; 0.3% of 330,000 active; percent response vs DMSO, % at 10 µM; S. cerevisiae RPL19A-GFP strain, flow cytometry, 3 h; hits give low values; AID 2025;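 active = percent response vs DMSO below 50%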;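 also: median channel GFP fluorescence of the barcoded RPL19A-GFP strain; ratio of sample median GFP to plate DMSO average so 100% = DMSO; lower means less RPL19A-GFP as with rapamycin TOR inhibition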
# proCasp7 act = activates human procaspase-7, counter-screen for procaspase-3 activators. P55210. recombinant procaspase-7, Ac-DEVD-pNA absorbance 405 nm; D23A/D198A/D206A triple mutant, cannot self-cleave; scale: DMSO 0, 5 µM enzyme 100. activation, % at 8.5 µM. 0.093% of 330,000 active;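 active = percent activation above the screen-wide mean plus 3 SD, cut at about 25% in these data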
#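 buffer or medium = Zinc-free HEPES/NaCl buffer, pH 7.4 | material = Procaspase-7 triple mutant (PC-7 D3A) | input = 2 µM procaspase-7 mutant as dispensed | signal = Epi-absorbance of released pNA at 405 nm, two timepoints | timing = 1 h preincubation, 2 h reaction | replicates = singlicate compound testing | evaluation = % activation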
# proCasp3 act = activates human procaspase-3 | 0.11% of 330,000 active | P42574 | recombinant procaspase-3 D3A, Ac-DEVD-pNA absorbance 405 nm | AID 463141 | activation, % at 8.5 µM;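 active = activation above the mean of all tested compounds plus 3 SD, cut at about 21% in these data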;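 also: 0% = DMSO alone and 100% = DMSO wells spiked with extra 5 µM PC-3 D3A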
#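 Assay system – Procaspase-3 D3A mutant · Benchmarks – DMSO low control, extra-enzyme high control · Technique – 405 nm absorbance of p-nitroaniline, reads at 0 and 120 min · Doses – 8.5 µM nominal · Measure – % activation between DMSO and enzyme-spiked controls · Also added – Ac-DEVD-pNA chromogenic peptide substrate · Schedule – 1 h compound preincubation, 2 h substrate hydrolysis at 25 °C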
# AHR act = activators of human aryl hydrocarbon receptor; P35869; AHR-responsive luciferase reporter cells, luminescence; activation, % at 5 µM; 2.5% of 320,000 active; AID 2796; in the data active = activation above about 47%;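 also: 0% = vehicle wells and 100% = reference agonist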
# ZTA counter = blocks Epstein-Barr virus ZTA, an EBNA-1 counter-screen | P03206 | ZTA-DNA binding, fluorescence polarization | inhibition, % at 11 µM | 0.15% of 320,000 active | AID 2234; in the data active = inhibition above about 33%
# MEP2-GFP yeast = modulators of TOR pathway MEP2-GFP in S. cerevisiae; S. cerevisiae MEP2-GFP strain, flow cytometry GFP, 3 h; 100% = DMSO control level; GFP response vs DMSO, % at 10 µM; 0.51% of 330,000 active;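 active = GFP response versus DMSO above a set limit, roughly screen mean plus 3 SD, cut at about 180% in these data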;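 also: median GFP fluorescence of the barcode-gated MEP2-GFP cells per well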
# LAP4 TOR yeast = yeast TOR pathway LAP4-GFP modulation | S. cerevisiae LAP4-GFP multiplex, flow cytometry GFP, 3 h; median GFP as percent of DMSO wells | GFP response vs DMSO, % at 10 µM | 0.34% of 320,000 active | AID 2023;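 active = GFP response vs DMSO above a set limit, about the screen mean plus 3 SD, cut at about 150% in these data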
# * = called active by the depositor; nt = no result given.
SMILES,EBNA-1 inh,RPL19A-GFP yeast,proCasp7 act,proCasp3 act,AHR act,ZTA counter,MEP2-GFP yeast,LAP4 TOR yeast
CC(/C=N/NC(=O)c1nnn(-c2nonc2N)c1CN1CCCCC1)c1ccccc1 (stereo not given),-23,97,1,-3,-2,-12,109,97
Cc1nc2cc(NC(=O)NC(C)(C)C)ccc2n1C,-6,93,5,-9,17,-15,99,97
COc1ccc(C(=O)Nc2ccc(C(F)(F)F)n(C)c2=O)cc1,3,103,6,3,23,-2,98,106
C=CCN1C(=O)C(Cc2ccc(SC(F)F)cc2)SC1=Nc1ccc(C(=O)O)cc1 (stereo not given),-1,100,12,5,-1,-5,105,117
COc1ccc(N2CCN(C(=O)c3cn(CC4CCCCC4)nn3)CC2)cc1,3,92,12,-2,-1,6,103,82
CCN(CC)C(=O)C(=O)Nc1ccc(OCc2ccccc2)cc1,0,92,-4,-1,-1,-11,101,100
CC12CCC(C(=O)N(NC(=O)c3ccccc3Cl)C1=O)C2(C)C (stereo not given),-7,94,12,-9,2,-2,96,94
CC(=O)NC12CC3CC(C1)CC(C(=O)N1CCN(S(=O)(=O)c4ccc(C(C)C)cc4)CC1)(C3)C2,4,100,3,7,-1,-7,103,100
c1ccc(Cn2c(SCc3nc4ccccc4s3)nnc2-c2ccco2)cc1,5,102,-17,-6,24,3,112,113
C[C@@H]1COC(=O)[C@H](CC(=O)OC(C)(C)C)C/C=C\C[C@H](CC(=O)N(CCO)Cc2ccccc2)C(=O)N1,nt,93,4,-8,-2,nt,95,85
CC(=O)c1ccc(NC(=O)C(C)Sc2ccccn2)cc1 (stereo not given),6,92,1,8,3,8,92,104
O=C(c1sccc1-c1ccccc1)N1CCN(S(=O)(=O)c2ccccc2)CC1,3,99,-6,-7,0,-8,104,84
Cc1ccc2nc(C)c(C(=O)NN=C3CCCCCC3)n2c1,0,104,-9,-3,26,-3,103,96
CCOc1ccc2ncc(S(=O)(=O)c3ccccc3)c(N3CCN(c4ccc(OC)cc4)CC3)c2c1,12,107,3,10,8,13,108,97
CCCn1nnnc1NC(=O)c1cccs1,1,103,5,-1,0,19,107,93
O=C(NCCN1CCOCC1)c1ccc(Cl)c(S(=O)(=O)N2CCCCCC2)c1,-3,92,4,8,2,-6,92,92
O=C(COC(=O)CC1SC(N2CCCC2)=NC1=O)Nc1c(F)c(F)c(F)c(F)c1F (stereo not given),nt,97,-1,0,0,1,99,98
Cc1ccc(-n2nc3c(c2NC(=O)c2cccs2)CS(=O)(=O)C3)cc1,0,94,-4,5,2,3,95,91
CN(C)S(=O)(=O)c1cccc(NC(=O)c2ccncc2)c1,-9,99,-1,-3,1,-3,115,100
O=C(CNC(=O)c1ccc(F)cc1)N/N=C/c1cc(Br)ccc1OCc1ccccc1,-4,102,-2,6,5,-8,103,92
c1ccc2ncc(-n3cnnn3)cc2c1,-3,99,-5,2,5,-3,104,99
Cc1ccc2c(CC(=O)NCc3ccco3)coc2c1C,1,96,2,9,6,6,97,107
N#C/C(=C\c1c[nH]c2ccccc12)C(=O)NC1CCCC1,7,101,-5,2,64*,11,105,108
NC(=O)c1c(NC(=O)CSc2nnc(Cc3ccccc3)n2Cc2ccco2)sc2c1CCC2,-11,99,-2,1,0,-8,97,107
CCOc1ccc(C)cc1S(=O)(=O)n1ccc(C)n1,0,113,5,-1,0,-5,118,110
# More compounds
SMILES,EBNA-1 inh,RPL19A-GFP yeast,proCasp7 act,proCasp3 act,AHR act,ZTA counter,MEP2-GFP yeast,LAP4 TOR yeast
O=[N+]([O-])c1cc([N+](=O)[O-])c2c(=Nc3ccccc3)n(-c3ccccc3)n(O)c2c1,-6,96,4,10,8,4,92,102
Cc1cccc(/C=C2/Sc3ccc(C(=O)N4CCOCC4)cc3NC2=O)c1,-4,97,-12,-7,-7,5,104,99
c1ccc(Oc2cc(-n3cccn3)ncn2)cc1,-9,87,-3,7,-5,-2,84,69
Cc1cnc(NC(=O)C2CC=CCC2)s1 (stereo not given),-3,100,8,4,6,14,106,108
Cc1nn(-c2ccccc2)c(N)c1C1(O)C(=O)Nc2ccc([N+](=O)[O-])cc21 (stereo not given),-2,100,-14,2,2,0,106,105
Cn1ncc(C#N)c1NC(=O)C1CC(c2ccc(Cl)cc2)=NO1 (stereo not given),4,101,0,10,-1,14,107,100
CCCn1c(SCC(=O)O)nc2ccccc21,2,102,-8,5,-2,-9,108,105
COc1cccc2sc3cc(NCC[C@@H]4CCCN4C)ccc3c(=O)c12,nt,91,-12,-3,72*,nt,99,93
CC(=O)N1C(=O)C2(C(C#N)=C(N)Oc3c2c(C)nn3-c2ccccc2)c2ccccc21 (stereo not given),-6,89,6,7,18,2,93,93
O=C(COC(=O)c1cccc([N+](=O)[O-])c1)c1ccc(OCc2ccccc2)cc1,2,99,0,-1,2,3,95,87
Cn1cc(S(=O)(=O)NCc2ccc(Cl)cc2)c(=O)n(C)c1=O,10,96,8,0,1,3,103,110
Cc1ccc(C(C)C)c(OCc2ccc(C(=O)N/N=C/c3ccc(O)c(O)c3)cc2)c1,-8,94,-14,8,-8,3,151,113
COc1ccc(OC)c(NC(=O)c2cc3ccccc3cc2OC)c1,-11,101,1,-1,7,-1,103,90
CCN(CC)CCNC(=O)C1(O)c2cc(Br)ccc2NC(=O)N1c1cccc(OC)c1 (stereo not given),4,103,4,4,0,-15,102,93
COc1ccc(N/C=C2\C(=O)c3c(sc(C)c3C)N(C)S2(=O)=O)cc1,-6,100,3,0,8,2,103,107
COCC(C)NC(=O)NC1(C(F)(F)F)Oc2ccc(Cl)cc2O1 (stereo not given),-9,98,-23,-9,5,-23,96,95
Cc1ccc(C(=O)N2CCC(C(=O)Nc3cccc([N+](=O)[O-])c3)CC2)cc1,5,97,3,1,2,-1,103,102
CCc1ccc(NC(=O)COC(=O)CN2C(=O)COc3ccccc32)cc1,5,97,-8,-7,3,-15,93,89
O=C(Nc1ccccn1)C1CCN(S(=O)(=O)c2cccc3nonc23)CC1,2,100,1,5,0,-22,105,95
N#Cc1cc2c(nc1SCc1ccncc1)CCC2,11,117,-29,-23,5,-6,92,80
O=C(Nc1cc(Cl)cc(Cl)c1)C(c1ccccc1)N1CCCCC1 (stereo not given),-1,103,-3,-5,9,5,99,102
O=C(c1cccn2c(=O)c3cc(Cl)ccc3nc12)N1CCN(Cc2ccc3c(c2)OCO3)CC1,-19,100,1,-3,70*,7,116,112
CCn1c(=O)c(C(=O)NNC(=O)c2cccc(Cl)c2)c(O)c2ccccc21,-9,65,5,1,0,13,132,135
COc1ccc(S(=O)(=O)N(C)CC(=O)Nc2ccc3c(c2)OCO3)cc1,0,95,6,-4,6,-13,104,93
COCC(=O)Nc1nc(-c2ccccc2)c(C)s1,8,90,-13,-3,8,-1,90,104
# (further entries)
SMILES,EBNA-1 inh,RPL19A-GFP yeast,proCasp7 act,proCasp3 act,AHR act,ZTA counter,MEP2-GFP yeast,LAP4 TOR yeast
Cn1nc(C(F)(F)F)c2cc(C(=O)N3CCOCC3)sc21,1,96,9,-6,0,1,116,105
COc1ccc(S(=O)(=O)N2CCC(C(=O)N[C@@H](C)C(=O)NCc3ccccc3OC)CC2)cc1,2,101,-3,2,0,4,102,100
Cc1ccn2c(=O)c(C(=O)O)cnc2c1,5,95,-2,-7,1,-10,97,99
O=C(NCc1ccco1)c1sc2cccc(F)c2c1Cl,8,97,-5,-2,-3,-5,101,111
O=C(N/N=C/c1cccnc1)c1cc2ccccc2o1,13,104,6,-5,18,10,99,91
CCCOc1ccc(C2=CSC3=NCCN23)cc1Cl,-5,103,-1,-2,16,-10,105,89
Cc1oc(-c2ccccc2Cl)nc1CSCC(=O)N1CCCC1,0,104,-1,-10,-2,2,105,104
O=C(Cc1ccccc1)NC1CCN(Cc2ccccc2)CC1,4,97,-3,5,-2,10,98,99
CC(C)C(=O)Nc1ccc(C(=O)N2CCCCCC2)cc1,9,101,2,0,1,9,100,100
COc1cc(CC2COC(=O)C2(O)Cc2ccc(O)c(OC)c2)ccc1O (stereo not given),-4,96,-2,4,-1,-2,100,101
CCc1ccc(S(=O)(=O)Nc2cc3c(cc2N2CCCCC2)n(C)c(=O)c(=O)n3C)cc1,-17,97,0,-1,2,4,104,89
Cc1ncoc1C(=O)Nc1ncc([N+](=O)[O-])s1,-12,105,-26,-25,11,-2,104,88
O=C(CSc1nnc(-c2cccnc2)n1Cc1ccco1)Nc1cccc(O)c1,-4,92,8,12,0,5,106,88
Cc1nn(CC(=O)Nc2sc3c(c2C#N)CCC(C(C)(C)C)C3)c(C)c1[N+](=O)[O-] (stereo not given),9,96,-9,2,-4,10,101,104
COc1cccc(NC(=O)c2cc(-c3ccccn3)nc3ccccc23)c1,nt,92,-11,2,16,-1,102,100
CCCN(CC(=O)Nc1ccccc1C)C(=O)CCCOc1ccc(Br)cc1,nt,88,2,0,0,-3,83,103
COc1ccc(/C=C/CN2CCCC(CCC(=O)NCc3ccc(F)c(F)c3)C2)cc1 (stereo not given),2,96,3,5,0,19,98,103
CN(C)C(=O)N1CCN(C(=O)c2ccco2)CC1,-15,96,-10,-4,0,-16,92,101
Cc1ccc(S(=O)(=O)N(Cc2c(F)cccc2Cl)C(=O)N2CCN(C)CC2)cc1,4,93,6,1,1,-2,102,113
Cc1ccc(NC(=O)CCC(=O)N/N=C/c2cc([N+](=O)[O-])ccc2O)cc1,17,105,-3,1,6,6,106,99
Cc1nc(C(=O)Nc2cc(F)cc(Cl)c2)sc1C1(C)CC(c2ccccc2)=NO1 (stereo not given),0,nt,1,-7,12,0,nt,nt
COc1ccccc1CNC(=O)COC(=O)CNS(=O)(=O)c1ccc(C)cc1,-11,101,6,-3,5,7,108,108
O=C1N(c2ccccc2C(F)(F)F)O[C@]1(c1ccccc1)C1CCCC1,nt,99,6,2,0,-9,91,90
Clc1cccc(NCc2cn3cccnc3n2)c1,2,87,-1,3,8,8,107,89
C/C(=N/NC(=O)C(=O)N/N=C(/C)c1ccccc1)c1ccccc1,13,98,2,0,1,-6,95,93
CCOc1ccccc1C1C(C(N)=O)=C(C)Nc2nc(-c3cccc(C)c3)nn21 (stereo not given),-4,98,-3,-1,4,4,91,96
O=C(/C=C/c1ccnc2ccccc12)c1cccs1,9,99,3,-6,1,-4,100,172*
COc1ccccc1N1CCN(C(=O)c2ccc3[nH]c(C)c(C)c3c2)CC1,3,95,-2,10,4,13,90,84
CC(=O)Oc1c(S(=O)(=O)c2ccc(C)cc2)c(C)nn1C(C)(C)C,-16,104,2,0,-1,-18,109,101

# A stretch from the list above, as a working copy:
SMILES,EBNA-1 inh,RPL19A-GFP yeast,proCasp7 act,proCasp3 act,AHR act,ZTA counter,MEP2-GFP yeast,LAP4 TOR yeast
O=C(/C=C/c1ccnc2ccccc12)c1cccs1,9,99,3,-6,1,-4,100,172*
COc1ccccc1N1CCN(C(=O)c2ccc3[nH]c(C)c(C)c3c2)CC1,3,95,-2,10,4,13,90,84

# Single records, from the list above. Order of values: EBNA-1 inh | RPL19A-GFP yeast | proCasp7 act | proCasp3 act | AHR act | ZTA counter | MEP2-GFP yeast | LAP4 TOR yeast
# `CCc1ccc(S(=O)(=O)Nc2cc3c(cc2N2CCCCC2)n(C)c(=O)c(=O)n3C)cc1` in the list: -17 | 97 | 0 | -1 | 2 | 4 | 104 | 89
# `Cc1ccc(S(=O)(=O)N(Cc2c(F)cccc2Cl)C(=O)N2CCN(C)CC2)cc1` in the list: 4 | 93 | 6 | 1 | 1 | -2 | 102 | 113
# `CCCOc1ccc(C2=CSC3=NCCN23)cc1Cl` in the list: -5 | 103 | -1 | -2 | 16 | -10 | 105 | 89

# LAP4 TOR yeast: hit marks shown above.
Compound	EBNA-1 inh	RPL19A-GFP yeast	proCasp3 act	AHR act	MEP2-GFP yeast	LAP4 TOR yeast
O=C(/C=C/c1ccnc2ccccc12)c1cccs1	9	99	-6	1	100	172*

# Bioassay records from PubChem.
